Bioassay records as filed in PubChem BioAssay.
Tau FP inhib – tau fibrillization inhibition (FP); K18 P301L tau heparin fibrillization, Alexa594 FP, 6 h; Potency, µM (highest dose often 57.7 µM), without a hit: top-dose activity, negative = inhibition, usual class: inhibitors; 0.39% of 280,000 active; AID 1468; also: nearly all actives have a fitted effect of over 55% in size
Target sequence (P10636 561-689 P618L limits assumed): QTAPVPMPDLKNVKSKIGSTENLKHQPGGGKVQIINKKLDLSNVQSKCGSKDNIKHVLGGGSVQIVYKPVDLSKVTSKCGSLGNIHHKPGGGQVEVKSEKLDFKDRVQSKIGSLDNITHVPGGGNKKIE
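Recombinant K18 P301L […], labeled with Alexa 594 at 0.24 uM over 15 uM unlabeled; heparin inducer 20 uM final; 37 C, 6 hr; FP endpoint.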
ALDH1A1 block – ALDH1A1 (human) enzyme inhibition; 7.3% of 220,000 active; Potency, µM (titrated, usually from 75.3 µM), inactives show at the highest dose activity, negative = inhibition, usual class: inhibitors; Purified ALDH1A1, NADH fluorescence, propionaldehyde substrate; AID 1030; P00352; active = well fitted inhibition curve with a large enough effect, not every such curve was filed as active; inconclusive = small, poorly fitted or top-dose-only effect, or another doubt; inactive = no such curve, though single readings can be large or run the other way;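 also: plate controls were no enzyme wells and a reference inhibitor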
TexasRed fluor – alters Texas Red total fluorescence, flagging assay interference; 0.29% of 280,000 active; Potency, µM (doses to about 106 µM), inactives show at the highest dose fluorescence change, negative = quenching; TRb/SRC2 Texas Red total fluorescence interference; active = well fitted curve in either direction with a large enough effect; inconclusive = small, poorly fitted or top-dose-only effect
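Human TRb ligand-binding domain at 0.6 uM with 20 nM Texas Red SRC2 peptide in Tris buffer containing 1 uM T3 and 5% DMSO, incubated with compound 5 h at ambient temperature. Total fluorescence (555/632 nm) calculated as parallel + 2 × perpendicular.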
Tau fluor cs – counter-screen for tau fibril formation inhibitors | tau K18 P301L Alexa594 fluorescence, heparin fibrillization | 0.93% of 280,000 active | Potency, µM (highest dose often 57.7 µM), without a hit: at the top dose activity change, negative = decrease | AID 1463; also: nearly all actives have a fitted effect of over 55% in size
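Human tau K18 P301L (15 uM unlabeled, 0.24 uM Alexa 594-labeled) in 100 mM sodium acetate pH 7 with 20 uM heparin, 6 hr at 37 C. ThT 30 uM added, 1 hr ambient; Alexa 594 FP and total fluorescence read at 555/632 nm.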
Tau ThT inhib – tau fibrillization inhibition (ThT binding); recombinant tau K18 P301L, heparin-induced fibrillization, ThT fluorescence; Potency, µM (series often up to 57.4 µM), for the others: top-dose activity, negative = inhibition, usual class: inhibitors; AID 1460; 2.1% of 270,000 active; also: nearly all actives have a fitted effect of over 55% in size
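ThT emission at 510 nm, taken 1 hr after adding 30 uM dye, quantifies aggregates formed when 20 uM heparin acts on human tau K18 P301L for 6 hr at 37 C.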
aGal spleen mod – inhibitors or activators of human alpha-galactosidase in spleen homogenate | P06280 | 0.008% of 240,000 active | Potency, µM (top dose mostly 80 µM), inactives show at the highest dose activity change, negative = inhibition, most hits filed as inhibitors | human spleen homogenate, 4MU-alpha-Gal fluorescence, 40 min;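 also: 0% = enzyme with vehicle and -100% = no enzyme basal signal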
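Spleen homogenate 1 ug + cpd (titration) + 4-MU-alpha-D-galactopyranoside 1 mM; 37C 40 min; 50 mM citrate/phosphate pH 5.0, 0.01% Tween-20; stop pH 10; fluorescence 365/440; AC50 via Hill.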
TRb SRC2 PPI – disrupts binding of human TR beta to SRC2 | P10828 | TRbeta-SRC2 peptide binding, fluorescence polarization; receptor liganded with 1 µM T3 | Potency, µM (doses to about 106 µM), inactives show at the top dose activity change, negative = inhibition, actives largely listed as inhibitors | 0.065% of 280,000 active | AID 1469;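 also: plate controls were bound peptide for no effect and peptide without receptor for full effect; nearly all actives have a fitted effect of over 50% in size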
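Polarization signal, normalized between peptide-alone and full complex controls, measured compound effects on T3-liganded human TRb LBD (0.6 uM) binding 20 nM Texas Red SRC2 peptide after 5 hr.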
L3MBTL1 inh – blocks human L3MBTL1; AlphaScreen L3MBTL1–H3K9me1 peptide binding; Potency, µM (top dose mostly 57.1 µM), for inactives: at the top dose activity, negative = inhibition, hits mostly inhibitors; AID 485360; 0.66% of 230,000 active; Q9Y468; also: nearly all actives have a fitted effect of over 60% in size
Target sequence (Q9Y468 whole entry, looked up): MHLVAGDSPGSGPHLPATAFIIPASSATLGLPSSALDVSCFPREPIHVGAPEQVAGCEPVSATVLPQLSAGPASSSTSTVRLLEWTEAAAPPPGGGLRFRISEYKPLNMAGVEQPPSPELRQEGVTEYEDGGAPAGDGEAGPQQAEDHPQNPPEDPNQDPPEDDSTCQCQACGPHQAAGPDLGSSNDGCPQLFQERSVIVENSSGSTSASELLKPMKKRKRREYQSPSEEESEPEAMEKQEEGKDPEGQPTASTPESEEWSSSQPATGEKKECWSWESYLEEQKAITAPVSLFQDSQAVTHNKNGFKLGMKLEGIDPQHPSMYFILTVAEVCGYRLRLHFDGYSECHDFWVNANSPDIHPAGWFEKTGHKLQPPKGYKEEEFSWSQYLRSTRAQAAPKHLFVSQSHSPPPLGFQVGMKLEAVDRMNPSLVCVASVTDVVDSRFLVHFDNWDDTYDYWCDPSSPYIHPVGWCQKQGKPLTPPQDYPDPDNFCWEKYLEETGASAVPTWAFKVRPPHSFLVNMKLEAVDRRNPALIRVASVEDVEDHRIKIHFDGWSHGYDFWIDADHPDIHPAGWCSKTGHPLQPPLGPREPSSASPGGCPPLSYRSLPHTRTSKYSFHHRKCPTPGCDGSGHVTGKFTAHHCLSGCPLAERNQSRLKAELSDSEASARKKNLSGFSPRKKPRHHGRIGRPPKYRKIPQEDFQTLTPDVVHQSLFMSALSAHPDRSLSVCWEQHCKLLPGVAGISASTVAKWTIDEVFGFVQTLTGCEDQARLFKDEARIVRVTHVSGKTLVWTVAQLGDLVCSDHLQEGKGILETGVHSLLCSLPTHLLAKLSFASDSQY
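AlphaScreen assay: L3MBTL1 (50 nM final) was preincubated 30 min at room temperature with biotinylated H3(1-15)K9me1 peptide (75 nM final), then 30 min with library compounds; streptavidin donor and nickel chelate acceptor beads (10 ug/mL final) added, 30 min dark.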
Numbers without * were called inactive; ? = inconclusive; . = not tested or not shown; [ ] = dose if it differs, or a comment. Unless noted, calls follow the shape of the dose curve; as a rule, active = well fitted curve in the direction sought with a large enough effect; inconclusive = small, poorly fitted or top-dose-only effect, or another doubt; inactive = no such curve, though single readings can be large; an effect the other way counts as inactive or inconclusive. Unless noted, % is scaled to controls: 0 for no effect and ±100 for the full control effect; potency is read from the fitted curve at half-maximal effect. Compounds were not picked by outcome (roughly 8.5% active in at least one column).

SMILES	Tau FP inhib	ALDH1A1 block	TexasRed fluor	Tau fluor cs	Tau ThT inhib	aGal spleen mod	TRb SRC2 PPI	L3MBTL1 inh
CC1(C)CC(=O)c2c(-c3cccnc3)n[nH]c2C1	-2%	1%	0%	2%	5%	3%	-16%	.
O=c1[nH]c2c(n(C3CCCCC3)c1=O)CCC2	9%	?	1%	1%	-2%	0%	-17%	-2%
CCCC(=O)Nc1cccc(-c2nc3ccccc3o2)c1	-2%	-9%	-8%	0%	-4%	2%	0%	0%
CC1(OC(=O)c2ccco2)C(=O)C=C2C=C(C3CC3)OC=C2C1=O (stereo not given)	3%	15%	0%	3%	5%	-9%	3%	.
COc1cccc(N(C(=O)c2ccco2)C(C(=O)NC2CCCC2)c2ccc(N(C)C)cc2)c1 (stereo not given)	-3%	?	-1%	-5%	-11%	-2%	-3%	-14%
O=C(CC1S/C(=N\S(=O)(=O)c2ccc(F)cc2)N(c2ccccc2)C1=O)Nc1ccccc1 (stereo not given)	-13%	?	4%	-28%	-5%	3%	-4%	-4%
O=C(NCc1ccccc1)c1csc(-c2cccnc2)n1	1%	.	-1%	-23%	.	-1%	-2%	.
N#Cc1cc2c(nc1SCC(N)=O)CCCCC2	-2%	-14%	-3%	-10%	-13%	5%	-2%	.
O=C(NC(=S)Nc1ccccc1N1CCCC1)c1ccccc1[N+](=O)[O-]	8%	?	1%	?	?	5%	11%	?
COC(=O)c1ccc2c(=O)n(NC(=O)C(c3ccccc3)c3ccccc3)c(=S)[nH]c2c1	?	7%	-5%	?	-7%	6%	5%	.
O=C(c1cc(-c2ccccc2)on1)N1CCN(C(=O)c2ccco2)CC1	-2%	?	-1%	-3%	?	9%	2%	.
CC(C)CN(CC(C)C)S(=O)(=O)N1CCC(C(=O)NCc2cccnc2)CC1	-3%	-2%	-2%	-7%	-10%	-1%	-12%	.
N#Cc1ccccc1COc1ccc(/C=C/C(=O)O)cc1	-6%	5%	-2%	-3%	-9%	2%	-8%	2%
CCOC(=O)N1CCC(NC(=O)c2cc(C(=O)Nc3ccc(S(=O)(=O)N4CCOCC4)cc3)ccc2CO)CC1	9%	-1%	-1%	1%	-2%	20%	3%	.
COC(=O)/C=C\c1cc(O)ccc1O	0%	?	-3%	-27%	?	6%	5%	.
COc1ccc(OC)c(/C=N/NC(=O)c2cc[n+](CC(=O)c3ccccc3)cc2)c1	-7%	-8%	0%	?	11µM*	-9%	-6%	.
COc1ccc2oc(=O)cc(CN3CCN(c4ccccc4F)CC3)c2c1	-1%	.	0%	6%	9%	.	1%	.
COc1ccc(C/C(C)=N/NC(=O)c2ccncc2)cc1	-4%	-4%	-3%	1%	-2%	-8%	0%	-2%
O=C(O)CSCc1c(F)cccc1Cl	-2%	5%	-6%	1%	-2%	-2%	-12%	6%
Cc1cccc(NC(=O)c2cc(NC(=O)C3CCCCC3C(=O)O)ccc2Cl)n1 (stereo not given)	13%	-13%	-4%	8%	5%	-17%	-4%	0%
CN(C(=O)CSc1nnc(Cc2cccc3ccccc23)n1N)C1CCS(=O)(=O)C1 (stereo not given)	1%	-1%	-1%	-5%	?	0%	-6%	.
CCOC(=O)C1=C(C)NC(=S)NC1C (stereo not given)	8%	0%	0%	1%	0%	1%	-7%	-13%
CCc1c(C)nc(SCC(=O)N2C(C)CCCC2C)[nH]c1=O (stereo not given)	-9%	-8%	-3%	-9%	-9%	-14%	-7%	-1%
Cc1sc(NC(=O)c2oc3ccccc3c2C)c(C#N)c1C	1%	?	2%	-7%	-12%	6%	1%	8%
Cc1cccc2nc(=S)n(C(=O)c3ccco3)n12	-5%	4.7µM*	-1%	-8%	4%	8%	9%	.
CCc1c(C)c2c(C)nn(-c3ccccc3)c2[nH]c1=O	-2%	-4%	-1%	5%	0%	0%	2%	-4%
Cc1ccc(-n2c(=O)c3ccc(C(=O)NCc4ccccc4Cl)cc3n(CC(=O)Nc3ccc(C)cc3C)c2=O)cc1	?	.	-1%	8%	13%	.	-3%	.
CCOC(=O)C1C(c2cccs2)NC(=O)N(C)C1(O)C(F)(F)F (stereo not given)	-2%	4%	-5%	-3%	-5%	2%	-4%	0%
CCN(CC)CCN(CC)Cc1ccccc1Br	-1%	4%	-4%	3%	0%	-8%	0%	9%
CCOC(=O)CN1CC23C=CC(O2)C(C(=O)NCc2cccs2)C3C1=O (stereo not given)	?	12%	-1%	-1%	1%	4%	1%	.

Two entries from above in another layout.
| compound | Tau FP inhib | ALDH1A1 block | TexasRed fluor | Tau fluor cs | Tau ThT inhib | aGal spleen mod | TRb SRC2 PPI | L3MBTL1 inh |
| --- | --- | --- | --- | --- | --- | --- | --- | --- |
| CCOC(=O)C1=C(C)NC(=S)NC1C (stereo not given) | 8% | 0% | 0% | 1% | 0% | 1% | -7% | -13% |
| O=C(O)CSCc1c(F)cccc1Cl | -2% | 5% | -6% | 1% | -2% | -2% | -12% | 6% |

Next results follow.
SMILES	Tau FP inhib	ALDH1A1 block	TexasRed fluor	Tau fluor cs	Tau ThT inhib	aGal spleen mod	TRb SRC2 PPI	L3MBTL1 inh
Cc1cccn2c(=O)c(/C=N/O)c(N3CCOCC3)nc12	5%	5%	-2%	-3%	-5%	-5%	3%	.
COc1ccc([N+](=O)[O-])cc1NC(=O)N(C)Cc1ccco1	8%	.	-1%	-14%	-13%	6%	4%	3%
Cc1ccc(NC(=O)CC2SC(=NCC3CCCO3)NC2=O)cc1Cl (stereo not given)	3%	1%	0%	-3%	-3%	1%	-11%	5%
COc1cc(-c2nnc3n2N=C(c2ccccc2)CS3)cc(OC)c1OC	0%	8%	-1%	-1%	-9%	-3%	-6%	5%
CC(C)COc1ccc(C(=O)OC2CC(C)(C)OCC2CN(C)C)cc1 (stereo not given)	-7%	-1%	-1%	-6%	4%	8%	10%	2%
CCCCc1ccc(NC(=O)C(C)CC)cc1 (stereo not given)	7%	-2%	-5%	7%	-1%	8%	0%	14%
O=C(CN1C(=O)C2CCCCN2c2ccc(C(=O)N3CCCC3)cc21)NCc1ccccc1 (stereo not given)	-2%	.	-1%	-7%	-2%	.	7%	.
C=CCn1c(COc2ccc(OC)cc2)nnc1SCn1nnc2ccccc2c1=O	1%	?	-2%	-20%	?	4%	-1%	-1%
CC1(C)OC(c2ccccc2)=C/C(=C\C=N\NC(=O)c2ccncc2)O1	?	.	-8%	?	11µM*	-8%	0%	-29%
O=C1/C(=C/c2cccnc2)SC(=S)N1CCc1ccccc1	-5%	.	0%	-17%	?	-6%	-8%	-29%
CC(C)OC(=O)/C(=C\C=C\c1ccccc1)NC(=O)c1ccccc1	3%	82%[activator]	0%	-8%	1%	10%	8%	-4%
CSc1nn(CC(=O)Nc2ccc(C)cc2C)c(N)c1S(=O)(=O)c1ccc(Cl)cc1	?	.	6%	?	-1%	.	-4%	.
COC(=O)C1CCN(C(=O)COC(=O)COc2ccc(C#N)cc2)CC1	9%	5%	0%	10%	-2%	-5%	0%	.
CCC(C)C(NC(=O)C1CCC(C)CC1)C(=O)NC1CCN(Cc2ccccc2)CC1 (stereo not given)	-1%	-3%	-6%	11%	3%	8%	-2%	3%
CCc1ccccc1NC(=O)c1oc(=O)c2ccccc2c1-c1ccccc1	-6%	.	-1%	-11%	-4%	.	4%	.

Brought forward from above: four compounds; new compounds follow.
SMILES	Tau FP inhib	ALDH1A1 block	TexasRed fluor	Tau fluor cs	Tau ThT inhib	aGal spleen mod	TRb SRC2 PPI	L3MBTL1 inh
CSc1nn(CC(=O)Nc2ccc(C)cc2C)c(N)c1S(=O)(=O)c1ccc(Cl)cc1	?	.	6%	?	-1%	.	-4%	.
COC(=O)C1CCN(C(=O)COC(=O)COc2ccc(C#N)cc2)CC1	9%	5%	0%	10%	-2%	-5%	0%	.
CCC(C)C(NC(=O)C1CCC(C)CC1)C(=O)NC1CCN(Cc2ccccc2)CC1 (stereo not given)	-1%	-3%	-6%	11%	3%	8%	-2%	3%
CCc1ccccc1NC(=O)c1oc(=O)c2ccccc2c1-c1ccccc1	-6%	.	-1%	-11%	-4%	.	4%	.
COc1ccc(-c2noc(C(=O)NCc3ccc(F)cc3)n2)cc1OC	-16%	5%	-3%	-23%	-14%	3%	-5%	0%
COc1ccc(CCNC(=O)c2ccc(Cl)c(S(=O)(=O)N(C)c3ccccc3)c2)cc1	6%	0%	-2%	2%	6%	3%	8%	-16%
CC1=CC(C)C(COC(=O)CN2CCCCC2)C(C)C1 (stereo not given)	-1%	0%	-1%	-9%	-9%	2%	2%	9%
O=C(C1=C[C@@H](c2coc3ccccc3c2=O)C[C@@H](OCc2ccc(CO)cc2)O1)N1CCOCC1	1%	0%	-1%	1%	-1%	14%	-1%	13%
CCCCC1C2C(=O)N(c3ccc(C)cc3)C(=O)C2ON1c1ccccc1 (stereo not given)	-4%	.	-1%	-20%	-11%	6%	-1%	4%
O=C(O)C1CCCCC1C(=O)NCc1ccc2c(c1)OCO2 (stereo not given)	-2%	-2%	-1%	-10%	-10%	3%	0%	-1%
CCOC(=O)CN1CC23C=CC(O2)C(C(=O)Nc2cc(OC)ccc2OC)C3C1=O (stereo not given)	3%	10%	-4%	-1%	-6%	4%	-23%	2%
COC(=O)Cn1c(SCc2ccccc2)nc2ccccc21	?	8%	2%	-16%	-17%	4%	-3%	.
CCOC(=O)c1c(NC(=O)CN2C(=O)CN(C)C2=O)sc(C)c1C	7%	8%	-2%	-11%	-4%	-6%	3%	.
CCOc1ccc(-n2ccnc2SCC(=O)Nc2nnc(C)s2)cc1	-4%	-12%	1%	-10%	-13%	-6%	-9%	-1%
CCOC(=O)CCn1cc(F)c(=O)n(Cc2ccccc2)c1=O	-9%	-4%	0%	-7%	-2%	4%	-5%	.
Cc1ccc(N2CCN(C3=NC(=O)C(Cc4ccccc4)S3)CC2)cc1 (stereo not given)	0%	-8%	-29%	-13%	?	-14%	1%	-12%
CCCCC1=CC2=CC(=O)C(C)(OC(=O)c3ccco3)C(=O)C2=CO1 (stereo not given)	?	5%	-1%	-6%	-8%	5%	-1%	.
Cc1ccc(N=C2SC(C(=O)Nc3ccc(OC(F)(F)F)cc3)C(N)=C2C(=O)Nc2c(C)cc(C)cc2C)cc1 (stereo not given)	-9%	?	1%	-21%	-6%	-4%	-1%	-12%
